Screening data deposited in PubChem by several laboratories.
IMP-1 inhibitor: inhibitors of Pseudomonas aeruginosa IMP-1 metallo-beta-lactamase; purified IMP-1, nitrocefin hydrolysis, epi-absorbance fluorescence; inhibition, % at 5.6 µM; hit rate 0.45% among 290,000; AID 1556;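 active = inhibition above the mean plus 3 SD of all compounds in the same screening run, cut at about 4.5% in these data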;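 also: 0% = IMP-1 with DMSO and 100% = DMSO wells lacking enzyme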
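System: purified recombinant IMP-1 beta-lactamase. Medium: Zinc- and detergent-supplemented HEPES buffer, pH 7.1. Compound: one 5.6 µM dose […]. Schedule: 15 min preincubation plus 25 min reaction at 25 °C. Technique: Epi-absorbance fluorescence, 480 nm excitation, 530 nm emission.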
DNA FID counter: displaces DNA intercalator in HCV helicase counter-screen; AID 1845; hit rate 0.17% among 290,000; DNA fluorescent intercalator displacement, fluorescence; inhibition, % at 7.9 µM; in the data active = inhibition above about 37%;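 also: 0% = vehicle and 100% = reference compound; higher means more ethidium bromide displaced from hairpin DNA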
NALP1 yeast inh: NALP1 inhibition; S. cerevisiae NALP1/ASC/caspase-1 growth, X-gal OD620, 72 h; inhibition, % at 10 µM; hit rate 0.61% among 280,000; AID 2071; in the data active = inhibition mostly above about 24%, no sharp cut-off; inactive = mostly below about 32%; also: some compounds called inactive have numbers as strong as hits
MEKK2 mut-MEK5: signal of MEK5 binding to mutant human MEKK2 PB1 domain; hit rate 0.35% among 290,000; AID 1530; percent response, % at 10 µM; bead flow cytometry, Alexa488-MEK5 binding to MEKK2 mutant; in the data active = percent response above about 24%, passing the limit was not always enough; also: inactives centre near 1; some results filed as inactive read as strong as hits
M18AAP inhibitor: blocks P. falciparum M18 aspartyl aminopeptidase | recombinant PfM18AAP, H-Glu-NHMec fluorogenic cleavage | inhibition, % at 7.35 µM | hit rate 1.2% among 290,000;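 active = inhibition above the campaign mean inhibition over all tested compounds plus 3 SD, cut at about 28% in these data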;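 also: 0% = plate median of test compound wells and 100% = 2 mM ZnCl2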
MEKK2wt PB1 HTS: raises or lowers MEK5 binding to wildtype human MEKK2 PB1 domain; bead flow cytometry, Alexa488-MEK5 binding to MEKK2 WT; actives lie on both sides; Q9Y2U5; binding response (% of control), % at 10 µM; hit rate 1.1% among 290,000; in the data active = binding response below about 67% or above about 130%; inconclusive = no clear call, values can overlap the other calls; inactive = in between
NS3 helicase inh: blocks Hepatitis C virus NS3 helicase unwinding; NS3 helicase DNA unwinding, Cy5 molecular beacon fluorescence; AID 1800; hit rate 0.56% among 290,000; inhibition, % at 10.9 µM;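 active = inhibition above the mean of all tested compounds plus 3 SD, set per campaign, cut at about 35% in these data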;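 also: 0% = DMSO wells and 100% = thioflavine S control wells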
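Compound dosing – single dose, 10.9 µM nominal final, DMSO 0.8% final · System – NS3 helicase fragment of HCV · Buffer or medium – MOPS pH 6.5, MgCl2, DTT, Tween20, BSA · Signal – Cy5 beacon fluorescence read at start and 1 h · Also added – annealed dual-labelled DNA beacon duplex, ATP-started · Schedule – 1 h at 25 °C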
SUMO HTRF inh: SUMOylation inhibition; P63279; HTRF SUMOylation assay, SAE1/SAE2 + UBC9, in vitro; inhibition, % at 35 µM; hit rate 0.36% among 290,000; AID 2006; in the data active = inhibition above about 50%, passing the limit was not always enough; inconclusive = no clear call, values can overlap the other calls; also: strong numbers were not always called active
Target sequence (P63279 whole entry, looked up): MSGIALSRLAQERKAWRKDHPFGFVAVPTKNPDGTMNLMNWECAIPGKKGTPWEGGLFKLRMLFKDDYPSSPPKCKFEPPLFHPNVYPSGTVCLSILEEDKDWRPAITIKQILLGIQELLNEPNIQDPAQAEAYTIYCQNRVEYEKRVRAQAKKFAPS
VIM-2 inh: blocks Pseudomonas aeruginosa VIM-2 metallo-beta-lactamase; purified VIM-2, nitrocefin hydrolysis, epi-absorbance fluorescence; hit rate 0.89% among 290,000; inhibition, % at 5.6 µM;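 active = inhibition above the mean of all tested compounds plus 3 SD, cutoff set per screening run, cut at about 7.5% in these data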;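 also: red hydrolysis product quenches plate fluorescence so inhibitors raise well fluorescence; 0% = enzyme with DMSO and 100% = DMSO without enzyme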
Numbers without * were called inactive; ? = inconclusive; . = not tested or not shown. Hits appear at their usual frequency. About 4.7% of those tested had a hit in this group.

SMILES | IMP-1 inhibitor | DNA FID counter | NALP1 yeast inh | MEKK2 mut-MEK5 | M18AAP inhibitor | MEKK2wt PB1 HTS | NS3 helicase inh | SUMO HTRF inh | VIM-2 inh
CC(C)CN(C(=O)c1nn(C)c(=O)c2ccccc12)c1nc2ccccc2s1 | -2.8 | 0 | 0 | -3 | -3 | 96 | 3 | -10 | -5.1
O=C(Nc1cccc(O)c1)c1cc2nc(-c3ccccc3)cc(-c3ccccc3)n2n1 | -0.6 | -5 | -22 | -2 | -12 | 97 | 12 | 34 | -0.1
COc1cccc(CNc2cccc(C(F)(F)F)c2)c1O | -2.9 | 0 | 13 | -4 | -1 | 97 | 3 | -27 | -1.9
CCc1ccc(CN2C(=O)c3ccccc3C2C(=O)NC(C)CC)cc1 (stereo not drawn) | -3.1 | -23 | 6 | 1 | -1 | 102 | -4 | -14 | -1.5
Cc1ccc(S(=O)(=O)C2(C(=O)Nc3ccc4c(c3)OCO4)CC2)cc1 | -2.0 | -5 | 26 | 6 | -10 | 104 | 3 | 8 | -1.8
COc1ccc(OC)c(NC(=O)C2C3CCC(O3)C2C(=O)O)c1 (stereo not drawn) | -0.7 | 9 | 3 | . | 18 | . | -1 | 4 | 1.9
COCCNC(=S)NC12CC3CC(CC(C3)C1)C2 | -4.8 | -7 | 12 | 2 | -16 | 101 | -2 | 7 | -3.6
O=C(NC1CCCCC1)C(c1cccnc1)N(C(=O)CCl)c1ccc(F)cc1 (stereo not drawn) | -1.5 | -6 | 8 | 0 | -8 | 109 | -43 | 12 | -1.8
O=C(Oc1ccc(/C=N/O)cc1)c1ccccc1 | -3.8 | -4 | -33 | -3 | -9 | 96 | -1 | 5 | -1.6
O=C(Nc1nncs1)c1cc(S(=O)(=O)N2CCCCC2)ccc1Cl | -2.0 | -15 | 1 | 4 | 4 | 99 | -3 | 6 | -0.6
CCn1c(-c2ccco2)n[nH]c1=S | -1.3 | 0 | -3 | 1 | -2 | 99 | -6 | 27 | 4.1
CC(C)N(Cc1nc(COc2ccccc2)no1)Cc1nccn1C | -0.9 | -1 | -18 | 2 | -17 | 101 | 4 | 8 | 0.0
CN(C)CCCNC(=S)N(Cc1cccs1)Cc1cc2cc3c(cc2[nH]c1=O)OCCO3 | 0.0 | 13 | 17 | 17 | -2 | 122 | -76 | 14 | -0.4
O=C(Nc1ccccc1-c1nc2ccccc2s1)c1ccco1 | -1.3 | -4 | 18 | 2 | 6 | 97 | 14 | ? | -3.9
C=CCn1c(SCC(=O)Nc2c(C)nn(Cc3ccccc3)c2C)nnc1C(O)c1ccccc1 (stereo not drawn) | -3.7 | -40 | 20 | -2 | -5 | 101 | -2 | -8 | -2.0
COc1ccc(Cl)cc1NC(=O)CCc1nc(-c2ccccc2F)no1 | -0.8 | 0 | -7 | 2 | -3 | 103 | 0 | -10 | -3.0
COc1ccc(Cc2nnc(NC(C)=O)s2)cc1 | -3.6 | 5 | -3 | -8 | -1 | 91 | 9 | -14 | -5.2
CCCCOc1ccc(C(=O)Nc2ccc(SC(F)F)cc2)cc1OC | -2.8 | -14 | 25 | 1 | -13 | 111 | -6 | 7 | -2.0
CC(C(=O)c1ccc(-c2ccccc2)cc1)[n+]1cccc(NC(=O)c2ccccc2)c1 (stereo not drawn) | -2.0 | 17 | 19 | 62* | 2 | 224* | -65 | 3 | -0.4
CCOC(=O)C(CSCC(=O)c1ccc(Cl)cc1)NC(=O)OC(C)(C)C (stereo not drawn) | -4.6 | -25 | 10 | 1 | -4 | 99 | -13 | 10 | -2.5
COc1ccccc1CNS(=O)(=O)c1c(C)[nH]c(C)c1C(=O)N1CCCC1 | -1.6 | -9 | 1 | 9 | -2 | 105 | 8 | 12 | -1.7
Cc1cccnc1NC(=O)C1CCN(S(=O)(=O)c2cccs2)CC1 | -1.8 | 4 | 5 | 4 | -7 | 106 | 1 | 11 | 0.2
N/C(=N\OC(=O)c1ccc(Cl)cc1)c1ccc(Cl)cc1 | -1.2 | -4 | -142 | 11 | -5 | 102 | 1 | 6 | -3.8
CCOC(=O)c1cc(C)n(S(=O)(=O)c2ccc(C)cc2)c1C | -2.2 | -2 | 2 | 5 | 2 | 104 | -25 | -34 | -2.2
O=[N+]([O-])c1ccc(OCCOc2ccccc2/C=N/n2cnnc2)cc1 | -1.5 | -1 | 34* | 12 | 4 | 110 | 3 | 22 | -1.7
O=C(CNC(=S)N(CCCN1CCOCC1)Cc1cccs1)NC1CCCCC1 | -2.5 | 12 | 31 | -10 | 1 | 81 | 6 | -10 | 1.7
CCc1nc2ccccc2c2nc3ccccc3n12 | -0.2 | -1 | 19 | 3 | 5 | 100 | -9 | 30 | -0.8
Cn1c(-c2cc3c(C(F)(F)F)nn(C)c3s2)n[nH]c1=S | -3.2 | -9 | 19 | 9 | 7 | 112 | -4 | 42 | -2.8
Clc1cccc(-c2nc(NCC3CCCO3)c3ccccc3n2)c1 (stereo not drawn) | -1.4 | 1 | -2 | 2 | -10 | 108 | -8 | 2 | -0.2
CCCCOC(=O)CCc1n[nH]c(=O)[nH]c1=O | 0.5 | 8 | 8 | -3 | -5 | 98 | -3 | 5 | 0.3

Next part (five carried over from the part before).
SMILES | IMP-1 inhibitor | DNA FID counter | NALP1 yeast inh | MEKK2 mut-MEK5 | M18AAP inhibitor | MEKK2wt PB1 HTS | NS3 helicase inh | SUMO HTRF inh | VIM-2 inh
O=C(CNC(=S)N(CCCN1CCOCC1)Cc1cccs1)NC1CCCCC1 | -2.5 | 12 | 31 | -10 | 1 | 81 | 6 | -10 | 1.7
CCc1nc2ccccc2c2nc3ccccc3n12 | -0.2 | -1 | 19 | 3 | 5 | 100 | -9 | 30 | -0.8
Cn1c(-c2cc3c(C(F)(F)F)nn(C)c3s2)n[nH]c1=S | -3.2 | -9 | 19 | 9 | 7 | 112 | -4 | 42 | -2.8
Clc1cccc(-c2nc(NCC3CCCO3)c3ccccc3n2)c1 (stereo not drawn) | -1.4 | 1 | -2 | 2 | -10 | 108 | -8 | 2 | -0.2
CCCCOC(=O)CCc1n[nH]c(=O)[nH]c1=O | 0.5 | 8 | 8 | -3 | -5 | 98 | -3 | 5 | 0.3
OC(CSc1ccc(F)cc1)CN1CCN(c2ccccc2)CC1 (stereo not drawn) | -1.6 | -1 | 22 | -4 | -2 | 101 | -12 | -4 | -1.9
Cc1ccc(S(=O)(=O)N2CCN(S(=O)(=O)N3CCOCC3)CC2)c(C)c1 | -5.5 | -6 | 43* | -2 | 2 | 100 | -1 | -4 | -3.3
COc1ccc(S(=O)(=O)N2CCCC2C(=O)NCc2cccs2)cc1 (stereo not drawn) | 0.5 | -1 | -15 | -2 | 4 | 99 | 5 | -11 | 1.4
Cc1cc(OCC(=O)N2CCN(c3ccccn3)CC2)c(C)cc1Br | -1.4 | -31 | 6 | 5 | 1 | 102 | -6 | -4 | 0.3
O=C(CCc1ccccc1)OCC(=O)c1cccc([N+](=O)[O-])c1 | -3.3 | 3 | -8 | -13 | -13 | 83 | 11 | -2 | 0.0
CCn1c(=O)n(CC)c2cc(N3CCCC3)c(NC(=O)c3ccc(OC)c(Br)c3)cc21 | -2.5 | -9 | 19 | -9 | 26 | 71 | -2 | 1 | 0.3
O=C(O)CCc1nnc(SCC(=O)Nc2cccc(C(F)(F)F)c2)[nH]c1=O | -1.7 | 7 | 8 | -11 | -3 | 89 | -13 | 11 | -3.8
CCOCCCNCc1ccc(OCc2ccccc2Cl)cc1 | -0.7 | 9 | 52* | -1 | -3 | 99 | -9 | 17 | -1.6
CCO[C@@H]1OC(C(=O)N2CCOCC2)=C[C@H](c2coc3ccccc3c2=O)[C@H]1CCCO | -1.8 | -18 | -17 | 11 | -4 | 107 | -2 | 23 | -0.6
Cc1ccccc1N1CCN(S(=O)(=O)c2nnc(NC(=O)c3ccc(F)cc3)s2)CC1 | -0.5 | -7 | 4 | 1 | -5 | 101 | 6 | 34 | -2.9
O=C(CCCn1c(=S)[nH]c2ccc(Br)cc2c1=O)N1CCN(c2ccccn2)CC1 | -3.7 | -14 | 11 | 0 | 2 | 92 | 0 | -79 | -3.1
Fc1cccc(Cc2noc(CN3CCN(c4cnccn4)CC3)n2)c1 | -3.1 | -10 | 0 | 5 | -15 | 103 | -1 | 4 | -1.0
CN(C)CCCOc1nn(Cc2ccccc2)c2ccccc12 | -4.8 | 15 | -1 | 9 | -8 | 111 | -59 | 0 | -1.7
O=c1cc(N2CCc3ccccc3C2)[nH]c(=O)n1-c1ccc(Cl)cc1 | -2.9 | -6 | 1 | 7 | 6 | 107 | 5 | 18 | -4.6
CCOc1ccc(S(=O)(=O)N(C)c2ccc(OCC(=O)N3c4ccc(C)cc4C4CN(C)CCC43)cc2)cc1 (stereo not drawn) | -2.7 | 28 | 8 | 37 | 1 | 140* | -72 | -4 | -1.8

Reformatted as tab-separated lines: entries from further up.
Molecule	IMP-1 inhibitor	DNA FID counter	NALP1 yeast inh	MEKK2 mut-MEK5	M18AAP inhibitor	MEKK2wt PB1 HTS	NS3 helicase inh	SUMO HTRF inh	VIM-2 inh
O=C(CCc1ccccc1)OCC(=O)c1cccc([N+](=O)[O-])c1	-3.3	3	-8	-13	-13	83	11	-2	0.0
Cc1cc(OCC(=O)N2CCN(c3ccccn3)CC2)c(C)cc1Br	-1.4	-31	6	5	1	102	-6	-4	0.3
Cc1ccc(S(=O)(=O)N2CCN(S(=O)(=O)N3CCOCC3)CC2)c(C)c1	-5.5	-6	43*	-2	2	100	-1	-4	-3.3
O=c1cc(N2CCc3ccccc3C2)[nH]c(=O)n1-c1ccc(Cl)cc1	-2.9	-6	1	7	6	107	5	18	-4.6

Other compounds
SMILES | IMP-1 inhibitor | DNA FID counter | NALP1 yeast inh | MEKK2 mut-MEK5 | M18AAP inhibitor | MEKK2wt PB1 HTS | NS3 helicase inh | SUMO HTRF inh | VIM-2 inh
O=C1CC(N2CCN(c3ccc(S(=O)(=O)N4CCOCC4)cc3)CC2)C(=O)N1Cc1ccccc1 (stereo not drawn) | -2.8 | 1 | -4 | 4 | 0 | 109 | -1 | 14 | -1.4
Cc1ccc(NC(=S)Nc2ccccn2)cc1C | 1.1 | -4 | 29 | -18 | -8 | 75 | -13 | 16 | 0.0
COc1ccc(C)cc1NC(=O)C1CCN(S(=O)(=O)c2c(C)noc2C)CC1 | 0.2 | -38 | 23 | -2 | -11 | 105 | -6 | 7 | 2.4
COc1cccc(/C=N/n2c(N)c(S(=O)(=O)c3cccs3)c3nc4ccccc4nc32)c1OC | -1.3 | 2 | -20 | 0 | 1 | 97 | -3 | -22 | 2.0
O=C(Cc1ccc(F)cc1)OCn1nnc2ccccc2c1=O | -2.9 | 0 | . | 19 | 1 | 109 | 4 | 19 | -2.0
COc1cc(CC(=O)OC2CCOC2=O)cc(OC)c1OC (stereo not drawn) | -2.8 | -3 | -3 | -2 | 2 | 95 | 3 | -21 | -2.3
COc1ccccc1NC(=O)c1cccc(NC(=O)c2ccco2)c1 | -3.3 | -8 | -5 | -3 | -2 | 98 | 3 | 13 | -3.2
CCOC(=O)C1=C2SCC(=O)N2C(N)=C(C#N)C1 | 1.4 | 1 | 6 | 1 | 8 | 106 | -11 | 16 | -0.4
